Bioassay records: PubChem, several laboratories
LMPTP inh = LMPTP (human) inhibition | recombinant LMPTP-A, OMFP fluorogenic substrate, fluorescence intensity | inhibition, % at 20 µM | P24666 | AID 651560 | 360,000 compounds, 0.22% hits;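 active = compounds that cut the enzyme signal by at least half of the control window in the single-dose screen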;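 also: plate controls were DMSO wells with enzyme plus substrate for no effect and substrate without enzyme for full effect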
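Test system: LMPTP-A phosphatase enzyme; input: 0.625 nM LMPTP-A final; reagent: OMFP substrate, 400 µM final; compound dosing: 20 µM single dose, 3% DMSO; incubation: 50 min dark incubation at room temperature; measured by: endpoint fluorescence intensity from OMFP dephosphorylation; measure: % inhibition relative to no-enzyme and uninhibited control wells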
SUMO1-SIM PPI = SUMO1-SIM interaction modulation | P63165 | inhibition, % at 20 µM | AID 602429 | SUMO1 binding to a labelled peptide, TR-FRET, 1 h | 360,000 compounds, 0.33% hits; in the data active = inhibition above about 37%
Target sequence (P63165 whole entry, looked up): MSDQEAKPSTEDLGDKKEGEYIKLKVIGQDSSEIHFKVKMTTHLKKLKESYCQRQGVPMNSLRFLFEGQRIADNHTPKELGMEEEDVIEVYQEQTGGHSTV
MLLE-PAM2 inh = blocks PAM2 peptide binding to the PABP1 MLLE domain. P11940. GST-MLLE / FITC-PAM2 fluorescence polarization. inhibition, % at 20 µM. 360,000 compounds, 0.36% hits. AID 588489; in the data active = inhibition above about 35%, passing the limit was not always enough;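 also: plate controls were DMSO wells with GST-MLLE for no effect and wells lacking GST-MLLE protein for full effect; some results filed as inactive read as strong as hits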
Rpn11 block = blocks the human proteasome subunit Rpn11; O00487; human 26S proteasome, Ub4-pepOG fluorescence polarization; 20S core pre-blocked with epoxomicin; calls only at 20 µM; 360,000 compounds, 0.59% hits;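 active = inhibition at 20 µM, scaled to each plate's controls, above about 33%, limit read from the data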
TbMetRS inhib = blocks T. brucei methionyl-tRNA synthetase activity | purified T. brucei MetRS, ATP depletion, Kinase-Glo luminescence | 360,000 compounds, 0.4% hits | inhibition, % at 11.9 µM | AID 624268;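 active = inhibition above a per-plate cutoff of the control wells' mean inhibition plus 3 SD, cut at about 5.5% in these data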;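 also: 0% = DMSO wells median and 100% = median of wells with control inhibitor compound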
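Material – parasite MetRS enzyme · Medium – HEPES-MgCl2-KCl buffer plus DTT, spermine, BSA, pyrophosphatase · Reagent – ATP, methionine and E. coli bulk tRNA substrates · Times – 15 min enzyme-compound preincubation, 2 h reaction, 10 min detection, 25 °C · Measured by – luminescence of leftover ATP · Evaluation – percent inhibition relative to median high and low control wells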
DNMT1 block = DNMT1 (human) enzyme inhibition. P26358. inhibition (reported as % activation of signal), % at 10 µM. 360,000 compounds, 0.83% hits. DNMT1 molecular beacon, Hinp1I cleavage, fluorescence. AID 588458; in the data active = inhibition above about 50%
NadD block = NadD (S. aureus) enzyme inhibition; purified NadD enzyme, colorimetric absorbance read-out; inhibition, % at 20 µM; 360,000 compounds, 0.78% hits; AID 602399; in the data active = inhibition above about 26%; also: some compounds past the cut are filed as inactive
Scp-1 inhibitor = Scp-1 (human) phosphatase inhibition. Q9GZU7. Recombinant Scp1, phosphopeptide, malachite green phosphate absorbance. inhibition, % at 20 µM. 340,000 compounds, 0.88% hits;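 active = inhibition above about 50% at 20 µM, limit read from the data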;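 also: plate controls were DMSO wells with enzyme for no effect and wells lacking enzyme for full effect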
Target sequence (Q9GZU7 76-261 limits assumed): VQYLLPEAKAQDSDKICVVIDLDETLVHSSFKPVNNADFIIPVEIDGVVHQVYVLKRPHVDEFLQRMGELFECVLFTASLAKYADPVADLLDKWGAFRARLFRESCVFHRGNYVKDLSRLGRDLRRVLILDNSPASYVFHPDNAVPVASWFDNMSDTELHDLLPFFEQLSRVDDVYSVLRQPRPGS
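Test system: SCP-1 catalytic domain; Buffer or medium: Acidic Tris acetate buffer with magnesium and detergent; Also added: Phosphorylated 17-residue peptide substrate; Compound: single 20 µM dose, 1% DMSO; Schedule: enzyme reaction 45 min at room temperature, colour 5 min, stabilisation 30 min; Signal: Phosphate-binding colour reagent, absorbance read at 630 nm.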
STEP block = blocks human striatal-enriched tyrosine phosphatase; recombinant STEP, OMFP fluorogenic substrate, fluorescence; P54829; 360,000 compounds, 0.25% hits; inhibition, % at 20 µM; AID 588621;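 active = inhibition at 20 µM, scaled per plate between control wells, above about 37%, limit read from the data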;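 also: 0% = DMSO with enzyme and substrate and 100% = substrate only without enzyme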
Target sequence (P54829 whole entry, looked up): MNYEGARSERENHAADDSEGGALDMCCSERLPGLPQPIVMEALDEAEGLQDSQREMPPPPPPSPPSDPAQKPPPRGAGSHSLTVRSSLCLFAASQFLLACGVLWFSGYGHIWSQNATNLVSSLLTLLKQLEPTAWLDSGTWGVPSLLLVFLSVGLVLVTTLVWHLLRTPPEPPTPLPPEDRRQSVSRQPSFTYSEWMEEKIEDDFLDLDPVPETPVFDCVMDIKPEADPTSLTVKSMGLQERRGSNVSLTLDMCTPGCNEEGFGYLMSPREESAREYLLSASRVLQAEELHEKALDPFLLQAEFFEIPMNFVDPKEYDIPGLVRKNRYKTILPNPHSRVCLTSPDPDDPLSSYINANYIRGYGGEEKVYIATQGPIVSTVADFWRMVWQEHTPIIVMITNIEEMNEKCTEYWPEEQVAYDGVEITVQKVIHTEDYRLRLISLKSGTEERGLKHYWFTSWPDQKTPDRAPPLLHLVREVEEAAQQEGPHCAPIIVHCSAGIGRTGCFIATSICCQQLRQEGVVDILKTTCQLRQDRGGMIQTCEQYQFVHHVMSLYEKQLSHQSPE
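Material: STEP (striatal-enriched tyrosine phosphatase) enzyme, cell-free | Medium: 50 mM Bis-Tris pH 6.0 with 2.5 mM DTT and 0.005% Tween 20 | Read-out: Percent inhibition scaled to no-enzyme and uninhibited-enzyme controls, plate-pattern corrected | Signal: Fluorescence read at 480 nm ex / 540 nm em | Times: 20 min reaction, room temperature, in the dark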
CSN deneddyl inh = CSN deneddylation inhibition; inhibition, % at 12.5 µM; 360,000 compounds, 0.38% hits; AID 651999; Purified CSN, SCF-Nedd8-OG deneddylation, fluorescence polarization;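 active = pattern-corrected inhibition above about 35%, with an unprinted fluorescence ratio check between 0.5 and 1.5, limit read from the data, passing the limit was not always enough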;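 also: 0% = enzyme with substrate and 100% = substrate without enzyme; some results filed as inactive read as strong as hits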
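Assay system: purified human Csn5 enzyme expressed in HEK293T cells; Input: 0.24 nM Csn5 enzyme, final concentration; Reagent: 10 nM SCFSkp2-Nedd8OG; Compound dosing: 12.5 µM single point; Times: reaction 90 min, room temperature; Technique: fluorescence polarization readout.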
Numbers without * were called inactive; i = inactive; / = not tested or not shown; + = active, no number.

Screens in order – SUMO1-SIM PPI, Rpn11 block, DNMT1 block, CSN deneddyl inh, NadD block, LMPTP inh, TbMetRS inhib, STEP block, Scp-1 inhibitor, MLLE-PAM2 inh
Cc1ccc(NC(=O)c2nc[nH]c2C(=O)NCc2ccccc2)cc1
  -2, i, -12, -4, 2, 0.3, -0.2, -2, -6, -2
c1ccc(OCCCc2nc(-c3ccccn3)no2)cc1
  -2, i, 2, -2, -1, -2.1, -1.0, -3, 0, -4
O=C(NCCc1ccc(C(F)(F)F)cc1)C1CCC(=O)N(CCCN2CCCC2=O)C1 (stereo not drawn)
  -2, i, 3, -4, -3, -1.0, -0.8, 1, -4, 14
CCc1ccc(O)c(N=Cc2cccc(C)c2O)c1
  -3, +, -7, 10, 3, -0.3, 0.5, -2, -3, -20
COc1ccc(C2=NC(C)(C)Cc3cc(OC)c(OC)cc32)cc1OC
  -17, i, 1, 6, -1, -0.1, -0.3, 2, -5, -19
CCN(C(=O)c1cccc(Br)c1)c1ccccc1
  2, i, 0, -1, -5, -0.8, -1.2, 0, 5, -2
CCOC(=O)C1(CC/C(C)=N\NC(N)=O)CC(C)OC1=O (stereo not drawn)
  0, i, -1, -4, -3, 0.2, -0.2, 1, -10, 4
Cc1ccccc1CC1(CO)CCCN(C(=O)c2cccc(Cl)c2)C1 (stereo not drawn)
  6, i, -1, 0, -6, -0.1, -1.0, -3, 6, -3
O=C(c1ccc2c(=O)n(Cc3ccc4c(c3)OCO4)c(=O)[nH]c2c1)N1CCN(c2ccccc2)CC1
  0, i, 8, 3, 27, -3.2, -0.2, -2, -1, 0
CCOc1ccc(OCC)c(-c2c(=O)n(OCc3ccc(C(C)(C)C)cc3)c3ccccc3[n+]2[O-])c1
  -4, i, -3, -2, 5, 5.8, 0.7, 5, -17, -4
COc1cc(CCC(=O)N2CC(C)OC(C)C2)cc(OC)c1OC (stereo not drawn)
  -1, i, 2, -5, 0, -0.1, -0.4, 1, 0, 6
CC1=C(C(=O)Nc2ccccc2)C(c2ccco2)NC(=O)N1 (stereo not drawn)
  1, i, 1, 1, 4, -0.9, 0.0, -1, -1, 3
CCOC(=O)c1ccc(NC(=O)c2ccc(OC(C)C)c(OC)c2)cc1
  0, i, 3, 12, -17, 0.7, -0.2, 0, -8, 0
CCn1nnc(NC(=S)NC(=O)c2ccc(-c3cccc(Cl)c3)o2)n1
  -2, i, -4, 1, 8, 1.8, 0.1, 3, -11, 20
O=C(Nc1ccc2oc(-c3ccc4ccccc4c3)nc2c1)c1ccc2c(c1)OCCO2
  -1, i, 20, -3, 18, 6.0, -0.1, 9, -2, 5
CCCCCC(=O)N1CCN(S(=O)(=O)c2ccc3c(c2)OCCO3)CC1
  7, i, 0, -1, -3, 0.3, -0.5, 0, -2, 7
CC(Nc1cccnc1)=C(C#N)C#N
  0, i, 1, 2, 3, -1.6, -0.3, 1, -3, -2
NC(=O)c1ccc(NCCc2ccco2)cc1
  6, i, 2, -3, -1, -0.1, -1.1, -1, /, -7
COCCCn1cc(CN(C)C2CN(Cc3cn(CCCOC)nn3)S(=O)(=O)C2)nn1 (stereo not drawn)
  -4, /, /, -2, 2, -1.1, -1.6, /, /, /
CCC1(C)Cc2c(C#N)c(N)n(-c3ccccc3)c(=O)c2CO1 (stereo not drawn)
  2, i, 2, 1, -2, -1.1, -0.6, -3, -7, -10
COc1ccc(CCNC(=O)C(=O)NCC2OCCN2S(=O)(=O)c2ccc(C)cc2)cc1OC (stereo not drawn)
  -1, i, -2, 1, -1, -1.0, -0.1, 2, -9, 6
O=C(C1CCCN(Cc2ccccc2Cl)C1)N1CCCCC1 (stereo not drawn)
  1, i, -1, 4, 0, -1.7, -0.7, 1, -4, 12
O=C(C1CCC1)N1CCN(S(=O)(=O)c2ccc(Br)cc2Cl)CC1
  1, i, -2, 0, -2, -0.7, 0.1, 0, 2, 2
O=C(NC1CCCC1)C1CCN(C(=O)c2ccc(-c3ccccc3)cc2)CC1
  -4, i, 0, 0, -1, -0.7, 0.0, -1, -2, 0
COCCN1C(=O)C(=O)/C(=C(/O)c2ccc3c(c2)OCCO3)C1c1ccc(C(=O)OC)cc1 (stereo not drawn)
  -9, i, 7, -5, 1, -2.5, -0.8, -1, -4, 2
Cc1ccc(NN2C(=O)C=CC2=O)cc1
  1, i, 6, -1, 0, -1.5, 0.0, -3, -5, -2
O=C(Nc1ccccc1F)c1cc2c(s1)-c1ccccc1S(=O)(=O)C2
  -5, i, -8, 1, -6, -0.1, -0.5, 1, -8, 8
O=C(NCC1CCCO1)c1ccc(NS(=O)(=O)c2cccc([N+](=O)[O-])c2)cc1 (stereo not drawn)
  -21, i, 0, 4, 4, -0.2, -0.4, 1, -10, 7
CCOC(=O)N1CCc2c(sc3nc(SC(C)C)n(N)c(=O)c23)C1
  0, i, -7, 2, -2, 0.4, 0.2, -5, -16, -1
O=C(NC1CCS(=O)(=O)C1)/C(=C\c1ccco1)NC(=O)c1ccccc1 (stereo not drawn)
  -10, i, 2, 0, -7, -0.7, -0.4, 3, -8, 19

For reference, some entries already given:
Screens in order – SUMO1-SIM PPI, Rpn11 block, DNMT1 block, CSN deneddyl inh, NadD block, LMPTP inh, TbMetRS inhib, STEP block, Scp-1 inhibitor, MLLE-PAM2 inh
O=C(NCCc1ccc(C(F)(F)F)cc1)C1CCC(=O)N(CCCN2CCCC2=O)C1 (stereo not drawn)
  -2, i, 3, -4, -3, -1.0, -0.8, 1, -4, 14
CCc1ccc(O)c(N=Cc2cccc(C)c2O)c1
  -3, +, -7, 10, 3, -0.3, 0.5, -2, -3, -20
COc1ccc(C2=NC(C)(C)Cc3cc(OC)c(OC)cc32)cc1OC
  -17, i, 1, 6, -1, -0.1, -0.3, 2, -5, -19

Further entries.
Screens in order – SUMO1-SIM PPI, Rpn11 block, DNMT1 block, CSN deneddyl inh, NadD block, LMPTP inh, TbMetRS inhib, STEP block, Scp-1 inhibitor, MLLE-PAM2 inh
COC(=O)c1cccc(Nc2cc(C)nc(-c3ccccc3O)n2)c1
  32, i, -15, -2, -4, 2.3, -1.0, -3, -5, -3
COc1ccccc1NC(=O)COC(=O)Cn1c(C)csc1=O
  2, i, 0, -1, -3, -1.3, -0.3, 0, /, 2
Cc1ccc(S(=O)(=O)N2[C@@H](CO)CO[C@H]2CC(=O)c2cccc3ccccc23)cc1
  -3, /, /, 4, /, -0.3, -0.3, /, /, /
CC1CCC(NC(=O)CNC(=O)Cc2cccc3ccccc23)CC1 (stereo not drawn)
  1, i, 1, 1, -1, -1.2, 0.1, -1, -10, -5
C=CCn1c(SCC(=O)N(CC)C2CCS(=O)(=O)C2)nc2scc(-c3ccccc3)c2c1=O (stereo not drawn)
  20, i, -2, 3, 11, 1.4, 0.3, -1, -7, -41
COc1cccc(-c2cccc(NC(=O)C3CCN(C4CCOCC4)CC3)c2)c1
  3, i, 4, -2, -1, 2.0, -0.2, -1, 0, -2
CCOC(=O)CC(NC(=O)c1ccccc1F)c1ccc(C)cc1 (stereo not drawn)
  -3, i, -1, -3, -6, -0.3, -0.1, 4, -1, -2
O=C(OCc1ccc([N+](=O)[O-])cc1)C1CC(=O)N(c2ccccc2)C1 (stereo not drawn)
  -14, i, 6, -4, -6, -1.9, -1.3, -3, -6, -14
N#Cc1ccc(CN2CCN(C(=O)c3cn(Cc4ccccc4)nc3-c3cccnc3)CC2)cc1
  1, i, -6, -6, -3, -1.2, 0.2, -3, 0, 14
CC(C)Cc1nnc(NC(=O)CSc2nc(O)c(-c3ccccc3)c(=O)[nH]2)s1
  -2, i, 0, -2, 3, -0.1, -1.3, 2, 4, 23
COc1ccc(CN2CCNC(=O)C2CC(=O)NCc2cnn(C)c2)cc1OC (stereo not drawn)
  0, i, -4, -1, -1, -2.7, 0.0, 2, 1, 14
O=C(CCCOc1ccccc1)N1CCN(c2ccccn2)CC1
  -1, i, -1, -3, -4, 1.5, -0.3, 3, 4, -2
Cn1nc(C(=O)NC2CCC(O)CC2)c2ccccc2c1=O (stereo not drawn)
  3, i, 4, -5, -1, -0.9, 0.0, 2, -7, 3
O=C(Nc1ccccc1[N+](=O)[O-])C1COc2ccccc2O1 (stereo not drawn)
  -26, i, 1, -5, -8, -0.6, -0.9, 0, -7, 11
N#Cc1ccc(S(=O)(=O)NC[C@H]2O[C@@H](n3ccc(N)nc3=O)[C@H](O)[C@@H]2O)cc1
  1, i, 0, -2, -7, -1.3, 0.1, 1, /, 4
N#CCSc1nc2ccccc2c(=O)n1-c1ccccc1
  -3, i, 2, 2, 2, -1.0, -0.8, -1, 11, -2
Cc1ccc(CC(=O)N2CCN(C(=O)c3ccco3)CC2)cc1
  -1, i, 3, 3, 6, -1.3, -1.1, 2, -1, 11
Cc1ccc(-c2nnn(CC(=O)N(c3ccc(F)cc3)C(C(=O)NC3CCCC3)c3ccncc3)n2)o1 (stereo not drawn)
  0, i, 34, 12, -1, -1.5, -0.8, 2, 3, 3
CCNC(=O)C1(C)CCCN(C(=O)Cc2ccc(OC)c(OC)c2)C1 (stereo not drawn)
  -3, i, -2, -6, 4, 1.2, -0.3, 0, /, -2
